Source: PubChem BioAssay (several laboratories)
Efa HMGR inh – inhibitors of E. faecalis class II HMGR, primary screen, biochemical, Enterococcus faecalis | HMG-CoA reductase (Enterococcus faecalis, mvaE) | purified E. faecalis HMGR, NADPH absorbance 340 nm kinetic | inhibition, % at 10 µM | actives 0.41% (n = 190,000) | AID 1066, 2008;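 active = inhibition above a set limit, the median over all tested compounds plus 3 SD, cut at about 9.5% in these data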;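 note: enzyme runs in reverse so mevalonate oxidation gives rising NADPH absorbance; 0% = complete reaction with DMSO and 100% = background rate lacking mevalonate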
PMI activator – activators of human PMI, primary screen, biochemical, fluorescence intensity, near-Km mannose 6-phosphate; Mannose-6-phosphate isomerase (Homo sapiens), P34949; purified human PMI, coupled resazurin fluorescence, 20 min; hits give high values; 1 = vehicle control, 0 substrate-free wells; activation factor at 20 µM; actives 0.005% (n = 190,000); AID 1214, 2008;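 active = activation factor of 2 or more at 20 µM, relative to plate controls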
G6PDH counter – L. mesenteroides G6PDH inhibitors, counter-screen for G6PDH-coupled screening assays, biochemical, Leuconostoc mesenteroides enzyme | glucose-6-phosphate dehydrogenase [Leuconostoc mesenteroides] | inhibition, % at 5 µM | Purified L. mesenteroides G6PDH, diaphorase/resazurin coupled fluorescence, 45 min | actives 0.12% (n = 200,000) | AID 1020, 2008; in the data active = inhibition above about 50%
TNAP act hiacc – TNAP activators at high phosphate acceptor level, primary screen, biochemical, luminescence, uHTS | Alkaline phosphatase, tissue-nonspecific isozyme (Homo sapiens), P05186 | purified TNAP, CDP-star luminescence, 1 M DEA, 30 min; hits give high values; 0 = EDTA background, 1 = DMSO-only activity | activation factor at 20 µM | 200,000 tested, under 10 active | AID 1136, 2008;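 active = activation factor at least 2 at 20 µM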
Target sequence (P05186 whole entry, looked up): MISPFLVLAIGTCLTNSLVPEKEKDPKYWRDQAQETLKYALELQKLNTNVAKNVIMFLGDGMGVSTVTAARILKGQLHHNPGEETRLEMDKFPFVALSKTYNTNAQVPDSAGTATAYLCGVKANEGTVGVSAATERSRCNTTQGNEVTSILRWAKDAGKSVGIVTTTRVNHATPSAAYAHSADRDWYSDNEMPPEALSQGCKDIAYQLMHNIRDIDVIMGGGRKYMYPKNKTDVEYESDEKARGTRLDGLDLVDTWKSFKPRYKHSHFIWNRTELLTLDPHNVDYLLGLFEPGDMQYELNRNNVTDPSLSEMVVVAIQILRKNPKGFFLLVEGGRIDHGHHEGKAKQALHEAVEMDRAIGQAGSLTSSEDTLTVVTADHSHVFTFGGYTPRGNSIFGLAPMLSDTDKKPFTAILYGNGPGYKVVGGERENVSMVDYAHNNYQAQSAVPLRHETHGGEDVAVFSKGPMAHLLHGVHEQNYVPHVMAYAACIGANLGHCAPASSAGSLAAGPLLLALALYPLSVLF
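Measured by: Luminescent substrate turnover signal | Test system: Human TNAP | Input: TNAP 1/800 final | Dosing: 20 µM single point | Schedule: 30 min, room temperature | Controls: EDTA wells as negative control, DMSO wells as positive control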
Diaphorase inh – diaphorase inhibitors and chemical oxidizers, primary screen, counter-screen for diaphorase-coupled primary assays, biochemical, uHTS, resorufin fluorescence. diaphorase resazurin-to-resorufin fluorescence, NADH, 16 min; bacterial (C. kluyveri) enzyme, not human. inhibition, % at 20 µM. actives 0.69% (n = 190,000). AID 1217, 2008;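 active = primary screen inhibition at 20 µM above a set limit, cut at about 50% in these data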;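 note: plate controls were DMSO with full reaction for no effect and wells lacking NADH for full effect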
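controls = No-NADH positive control and DMSO neutral control | system = Clostridium kluyveri diaphorase enzyme | timing = reaction incubation of 16 min at room temperature | signal = resorufin fluorescence 544/590 nm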
FLuc act counter – FLuc activators, initial screening, artefact control for FLuc-dependent activation tests, biochemical, ATPlite luminescence | activation factor at 10 µM | 200,000 tested, under 10 active | ATPlite luciferase biochemical, 10 min; 0 = ATP-free wells, 1 = DMSO control;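 active = luciferase activation factor, scaled between plate controls, of at least 2 with compound at 10 µM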
Target sequence (P08659 whole entry, looked up): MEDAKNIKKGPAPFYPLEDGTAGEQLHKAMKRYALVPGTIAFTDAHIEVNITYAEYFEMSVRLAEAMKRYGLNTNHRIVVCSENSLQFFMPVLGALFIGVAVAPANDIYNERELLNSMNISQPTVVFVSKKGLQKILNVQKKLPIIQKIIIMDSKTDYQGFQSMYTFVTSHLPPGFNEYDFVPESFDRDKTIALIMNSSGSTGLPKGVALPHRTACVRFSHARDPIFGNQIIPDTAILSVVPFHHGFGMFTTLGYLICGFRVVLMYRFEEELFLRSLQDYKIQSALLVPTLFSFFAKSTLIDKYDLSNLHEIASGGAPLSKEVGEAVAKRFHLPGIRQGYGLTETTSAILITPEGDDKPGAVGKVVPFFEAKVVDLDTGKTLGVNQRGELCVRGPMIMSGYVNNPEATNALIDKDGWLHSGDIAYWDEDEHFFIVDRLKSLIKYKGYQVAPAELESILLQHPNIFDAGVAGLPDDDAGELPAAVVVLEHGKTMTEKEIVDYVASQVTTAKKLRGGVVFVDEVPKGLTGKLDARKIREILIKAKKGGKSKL
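test system = cell-free luciferase reagent | medium = PBS as buffer for the ATP substrate | dosing = test compounds dosed from 2 mM stocks in 100% DMSO | incubation = 10 min at ambient temperature | detection = luminescence measurement of luciferase light output | benchmarks = low control with PBS replacing ATP, high control enzyme plus ATP without compound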
PMI act hi M6P – human PMI activators, high substrate, primary screen, biochemical, fluorescence intensity, near-saturating mannose 6-phosphate; coupled PMI enzyme assay, resazurin fluorescence, 20 min; hits give high values; 1 = untreated enzyme, 0 = substrate-free blank; AID 1216, 2008; actives 0.34% (n = 190,000); Mannose-6-phosphate isomerase (Homo sapiens), P34949; activation factor at 20 µM;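 active = activation factor of 2 or more at 20 µM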
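Material: human phosphomannose isomerase with PGI, G6PDH, diaphorase coupling enzymes; amount: PMI at 15 ng/mL final; also added: Mannose-6-phosphate 1.0 mM (near-saturating) plus 0.22 mM NADP+; incubation: enzyme reaction with compound 20 min at room temperature; signal: resorufin fluorescence (Ex 544/Em 590 nm) from resazurin via diaphorase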
Diaphorase act – compounds boosting diaphorase resazurin reduction – biochemical, uHTS, resorufin fluorescence, counter-screen for diaphorase-coupled primary assays, primary screen. AID 1229, 2008. activation factor at 20 µM. Diaphorase/resazurin coupled assay, 16 min; hits give high values; 1 = vehicle wells, 0 = NADH-free wells. actives 0.005% (n = 190,000);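 active = diaphorase activity raised at least twofold by the compound at 20 µM; inactive = activation factor below 2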
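Material: purified diaphorase enzyme from Clostridium kluyveri; Also added: 0.114 mM NADH and 0.1 mM resazurin, final amounts; Doses: single compound dose of 20 µM, 1% DMSO final; Times: 16 min enzyme reaction, ambient temperature; Detection: resorufin fluorescence, excitation 544 nm, emission 590 nm; Measure: increased resorufin signal from activators or reducing compounds.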
TNAP inh noacc – human TNAP enzyme inhibitors, primary screen, biochemical, luminescent, no phosphate acceptor, uHTS; Alkaline phosphatase, tissue-nonspecific isozyme (Homo sapiens), P05186; purified TNAP, CDP-star luminescence, 30 min; inhibition, % at 20 µM; actives 0.26% (n = 200,000); AID 1012, 2008;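 active = tissue-nonspecific alkaline phosphatase inhibition above about 50% at 20 µM in the single-dose screen, limit read from the data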;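 note: 0% = DMSO negative control and 100% = EDTA positive control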
TNAP inh hiacc – human TNAP enzyme inhibitors, primary screen, biochemical, luminescent, high phosphate acceptor level, uHTS; Alkaline phosphatase, tissue-nonspecific isozyme (Homo sapiens), P05186; purified TNAP, CDP-star luminescence, 1 M DEA; inhibition, % at 20 µM; actives 0.03% (n = 200,000);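 active = over 50% inhibition of tissue-nonspecific alkaline phosphatase at 20 µM in the single-dose screen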;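 note: plate controls were DMSO wells for no effect and EDTA-quenched wells as full inhibition for full effect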
Active calls of the source: *.

Values run as follows: Efa HMGR inh | PMI activator | G6PDH counter | TNAP act hiacc | Diaphorase inh | FLuc act counter | PMI act hi M6P | Diaphorase act | TNAP inh noacc | TNAP inh hiacc
CCN(CC)S(=O)(=O)c1cccc(C(=O)NN2Cc3ccccc3C2=N)c1
→ -0.1 | 1 | -13.4 | 1 | 5.1 | 1 | 1.1 | 0.9 | -13.2 | 2.8
COCc1nnc(NC(=O)CC(C)c2ccccc2)s1 (configuration not stated)
→ -1.9 | 0.9 | -4.6 | 1 | 5.4 | 1 | 1 | 0.9 | -10.4 | -2.8
O=C(c1cccc(F)c1)N1CCN(C(=O)c2cc3ncc(Br)cn3n2)CC1
→ 1.1 | 0.9 | 1.6 | 1 | 20.2 | 1 | 0.9 | 0.8 | -11.5 | -1.2
CCOC(=O)CN(C(=O)Cn1nnc(-c2ccc(C)cc2)n1)C(CC)C(=O)NC1CCCC1 (configuration not stated)
→ -0.5 | 0.9 | 3.2 | 1 | 9.9 | 1.1 | 0.9 | 0.9 | -8.4 | -0.6
O=S(=O)(NCC(c1ccco1)N1CCOCC1)c1ccc(Cl)cc1 (configuration not stated)
→ 1.1 | 1 | 1.7 | 1 | 4.8 | 1 | 1 | 1 | 5.5 | -3.0
CCOC(=O)C1CCN(C(=O)c2ccccc2Oc2ccccc2)CC1
→ -2.2 | 0.9 | 1.4 | 1 | 11.2 | 1 | 1 | 0.9 | -10.2 | -4.7
N#C/C(=C\c1ccc[nH]1)Sc1nc2ccccc2s1
→ -0.2 | 0.9 | -1.8 | 1 | 28.1 | 1 | 0.9 | 0.7 | -5.0 | 0.4
O=C(NCc1ccccc1Cl)c1cccc(NC(=O)c2ccccc2)c1
→ -1.9 | 0.8 | -4.9 | 1 | 19.6 | 1 | 0.9 | 0.8 | -16.6 | -2.7
O=C1COCCOCCOCCOCC(=O)NCCN1
→ -5.0 | 1 | 4.9 | 1.1 | -1.0 | 1 | 1 | 1 | -7.5 | -5.6
CCCN(CC1CC1)C(=O)COc1ccccc1C(=O)NCc1ccccc1
→ -2.5 | 0.9 | 0.9 | 1 | 10.1 | 1 | 1 | 0.9 | -5.7 | -4.2
O=C(COc1cccc(Cl)c1)Nc1ccc2c(c1)CCC2
→ 3.9 | 1 | 9.2 | 1 | 3.7 | 1 | 1 | 1 | -8.0 | -1.2
Cc1ccc(S(=O)(=O)NC(C(=O)OCC(=O)NC2CCS(=O)(=O)C2)C(C)C)cc1 (configuration not stated)
→ 2.9 | 0.9 | 13.8 | 1 | 7.6 | 1 | 0.9 | 0.9 | -8.4 | -1.4
CCOc1cc(C(N)=O)cc(OCC)c1OCC
→ 0.7 | 0.9 | 5.2 | 1.1 | 17.1 | 1 | 0.9 | 0.8 | -12.1 | -6.0
Cc1ccc(CC2C(=O)N(CC(=O)O)C(=O)C2C)cc1 (configuration not stated)
→ -1.8 | 0.9 | 6.5 | 1 | 3.0 | 1.1 | 1 | 1 | -9.3 | -4.0
Cn1nnnc1SCC(=O)Nc1ccc(Br)cc1Cl
→ 0.4 | 1 | 4.2 | 1 | 8.3 | 1 | 1.1 | 0.9 | -5.9 | 0.8

Copied from the results shown for reference:
Values run as follows: Efa HMGR inh | PMI activator | G6PDH counter | TNAP act hiacc | Diaphorase inh | FLuc act counter | PMI act hi M6P | Diaphorase act | TNAP inh noacc | TNAP inh hiacc
Cc1ccc(CC2C(=O)N(CC(=O)O)C(=O)C2C)cc1 (configuration not stated)
→ -1.8 | 0.9 | 6.5 | 1 | 3.0 | 1.1 | 1 | 1 | -9.3 | -4.0
Cn1nnnc1SCC(=O)Nc1ccc(Br)cc1Cl
→ 0.4 | 1 | 4.2 | 1 | 8.3 | 1 | 1.1 | 0.9 | -5.9 | 0.8

Carrying on.
Values run as follows: Efa HMGR inh | PMI activator | G6PDH counter | TNAP act hiacc | Diaphorase inh | FLuc act counter | PMI act hi M6P | Diaphorase act | TNAP inh noacc | TNAP inh hiacc
CC(C)=CCC(C)(C)CNC(=O)NC1CCCCC1
→ -3.0 | 1.2 | 0.3 | 1.1 | -13.5 | 1 | 1.1 | 1.1 | -14.1 | -11.4
Cc1cc(NC(=O)Cc2ccccc2)nc2c1c(=O)oc1ccccc12
→ -1.5 | 0.9 | -46.5 | 1 | 11.0 | 1.1 | 0.9 | 0.9 | -4.9 | -1.8
CCOC(=O)NCCc1c(C)nc2c(c(C)nn2C(C)(C)C)c1C
→ -1.0 | 0.9 | 0.4 | 1 | 10.9 | 1.1 | 1 | 0.9 | -14.3 | -2.4
CCN(CC)c1ccc2c(c1)CCCN2
→ 5.0 | 0.9 | 34.7 | 1 | 59.4* | 1 | 1.1 | 0.4 | -37.0 | 2.3
Cc1cc(N/N=C/c2ccncc2)nc2ccccc12
→ -3.5 | 0.9 | -0.1 | 1.1 | 0.7 | 0.8 | 0.9 | 1 | -23.4 | -5.8
COc1ccccc1OCC(=O)Nc1oc(-c2ccccc2)c(-c2ccccc2)c1C#N
→ -7.9 | 0.8 | -8.1 | 1.1 | 19.5 | 1.1 | 0.8 | 0.8 | -9.6 | -6.2
CCN(CC)NC(=O)Nc1ccccc1
→ -1.0 | 0.9 | 16.2 | 1 | 6.3 | 1 | 0.9 | 0.9 | -8.8 | -3.8
CC(=O)c1nc2ccccc2n1S(=O)(=O)c1ccc(C)cc1
→ 2.0 | 1 | 9.4 | 1 | 11.1 | 1 | 0.9 | 0.9 | -4.0 | -2.2
O=C(OCc1cc(=O)n2c(n1)sc1ccccc12)c1ccc(O)cc1O
→ 2.7 | 1.1 | 2.0 | 1 | 9.1 | 1.1 | 1 | 0.9 | -7.5 | -2.8
Cc1cccc(/C=N/Nc2cc(N3CCOCC3)nc(N3CCOCC3)n2)c1
→ -6.0 | 0.2 | 30.2 | 1 | 72.1* | 1.1 | 0.3 | 0.3 | -9.9 | -0.9
O=C(CCCCCn1c(SCc2ccncc2)nc2ccccc2c1=O)NCc1ccco1
→ -2.0 | 1.1 | 1.3 | 1.1 | 21.1 | 1.1 | 1 | 0.8 | -10.1 | -5.7
CCOc1ccc(OCCOc2ncnc3ccccc23)cc1
→ 4.0 | 1 | 2.0 | 1.1 | 14.8 | 1.1 | 1 | 0.9 | -8.5 | -6.3
COc1cc(N=c2ssnc2Cl)cc(OC)c1OC
→ 0.3 | 0.1 | -2.7 | 1 | 20.1 | 1 | 0.5 | 0.8 | -25.4 | -1.1
CCNc1nc(NC(C)C)nc(Oc2ccc(/C=N/O)cc2)n1
→ -4.8 | 1 | 2.2 | 1.1 | 9.2 | 1.1 | 0.9 | 0.9 | -16.5 | -6.5
N#Cc1ccc(Oc2ccc(/C=N/O)cn2)cc1
→ 5.0 | 0.8 | 17.3 | 1 | 19.8 | 1 | 0.8 | 0.8 | 0.4 | -2.1

Additional results:
Values run as follows: Efa HMGR inh | PMI activator | G6PDH counter | TNAP act hiacc | Diaphorase inh | FLuc act counter | PMI act hi M6P | Diaphorase act | TNAP inh noacc | TNAP inh hiacc
O=C(C[n+]1ccc(-c2cc(C(=O)Nc3cccc(C(F)(F)F)c3)c3ccccc3n2)cc1)c1cccc([N+](=O)[O-])c1
→ -5.1 | 1.2 | -2.9 | 0.7 | -36.5 | 0.9 | 1.1 | 1.4 | 38.4 | 28.2
CC(C)CN1CCNC(=O)C1CC(=O)NCCc1cnn(-c2ccccc2)c1 (configuration not stated)
→ 0.6 | 1 | 7.1 | 1.1 | 13.6 | 1.1 | 0.9 | 0.9 | -9.1 | -8.3
O=C(CCl)Nc1cc(S(=O)(=O)N2CCCCCC2)ccc1Cl
→ -2.2 | 0.9 | 5.3 | 1 | 7.8 | 1.1 | 1 | 0.9 | -19.7 | -3.8
Cc1noc(C)c1COC(=O)c1ccccc1Sc1ccccc1C#N
→ -3.3 | 1 | 2.2 | 1 | 12.6 | 1 | 1 | 0.9 | -13.1 | -3.0
Clc1ccccc1OCc1nn2c(-c3ccncc3)nnc2s1
→ -1.1 | 0.9 | -52.5 | 1 | 14.0 | 1.1 | 1 | 0.9 | -12.1 | -2.8
COc1ccc(OC)c(N2C(=O)CC(Cc3cc(C)cc(C)c3)C2=O)c1 (configuration not stated)
→ -5.0 | 1 | 4.3 | 1 | 7.4 | 1 | 0.9 | 0.9 | -8.1 | -2.0
O=C(Nc1ccnc(-c2cccnc2)n1)c1ccc(Cl)c(Cl)c1
→ -0.4 | 0.9 | 1.2 | 1.1 | 10.3 | 1.1 | 1 | 0.9 | -17.2 | -6.1
Cc1cccc(C(=O)Nc2nnc(C3=COCCO3)o2)c1
→ -2.1 | 1.2 | 5.6 | 1 | -14.4 | 1 | 1 | 1.1 | -6.0 | -3.3
O=[N+]([O-])c1cccc(S(=O)(=O)c2cccc([N+](=O)[O-])c2)c1
→ 0.3 | 1 | 3.8 | 1 | 7.8 | 1.1 | 1 | 0.9 | -8.2 | -2.9
COCc1cc(C)nc(OCC(=O)N/N=C/c2ccc(O)cc2O)c1C#N
→ 2.2 | 1.1 | -10.7 | 1 | 10.1 | 1 | 1.3 | 0.9 | -148.3 | -0.2
O=C1CCCC(NCCCCCCNC2=C([N+](=O)[O-])C(=O)CCC2)=C1[N+](=O)[O-]
→ -5.6 | 1 | 7.7 | 1 | -2.1 | 1.1 | 1 | 1 | -1.5 | -2.8
Cc1cc(NC(=O)c2noc3c2CCc2ccccc2-3)no1
→ -4.1 | 0.8 | -3.1 | 1 | 20.0 | 1 | 0.8 | 0.8 | -3.9 | 0.2
COc1ccc(C2NCCc3sccc32)cc1 (configuration not stated)
→ -3.2 | 1 | 5.6 | 1.1 | 1.9 | 1.1 | 1 | 1 | -12.1 | -5.5
